HepG2 viability: qHTS for Inhibitors of TGF-b: Cytotox Counterscreen | HepG2 CAGA-GFP viability, ATP luminescence, 18 h | Potency, µM (top dose mostly 46.1 µM), without a hit: at the highest dose activity change, negative = cytotoxicity, most hits filed as cytotoxic | 0.76% of 410,000 active | AID 588856, 2011; note: potency is the fitted concentration of half-maximal effect; some results filed as inactive show a strong effect at the top dose
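HepG2 CAGA-GFP cells (1000/well, DMEM with 1% FBS) received compound, then TGF-beta at 500 pg/mL final, and were incubated 18 hours at 37 degrees C. Viability was read by CellTiter-Glo luminescence. Media-only wells were set as complete cell-killing and DMSO as no toxicity.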
IL-1B inflam inh: qHTS for Inhibitors of Inflammasome Signaling: IL-1-beta AlphaLISA Primary Screen; THP-1 LPS/ATP IL-1B secretion, AlphaLISA, 16 h; active compounds read low; activity change, % at 57.5 µM; 4.7% of 360,000 active; in the data active = activity change below about -50%; inconclusive = mostly about -30% to -49%; note: % is set by controls: 0 for no effect and ±100 for the full control effect
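Secreted IL-1B measured by AlphaLISA bead assay after 16 h compound exposure of THP-1 cells; compounds (final up to 57.5 uM) added 1 h before LPS (250 ng/mL) and ATP (1.25 mM) stimulation; lower signal means less secretion.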
HT1080 IDH1KD tx: qHTS for induction of synthetic lethality in tumor cells producing 2HG: qHTS for the HT-1080-IDH1KD cell line | HT-1080 IDH1 knockdown viability, ATP luminescence, 48 h | Potency, µM (doses to about 46.1 µM), inactives show top-dose activity, negative = toxicity, most hits filed as cytotoxic | 2% of 360,000 active | AID 686971, 2013;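 note: potency is the fitted concentration of half-maximal effect; 0% = DMSO wells and -100% = cell-free medium wells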
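IDH1KD HT-1080 cells, 750/well, RPMI + 5% FBS; compound pinned after 2 h settling; 48 h, 37 °C; CellTiter-Glo luminescence; % activity normalised to DMSO and no-cell wells; curves fitted, classed by r2 and efficacy.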
MCF10A rerep: A quantitative high throughput screen for small molecules that induce DNA re-replication in MCF 10a normal breast cells. MCF 10A DNA re-replication, Hoechst nuclear intensity, 48 h. Potency, µM (titrated, usually from 46.1 µM), for inactives: at the top dose activity, positive = re-replication, hits mostly activators. 2.9% of 350,000 active; note: potency is the fitted concentration of half-maximal effect; % of control where 0% means no effect; nearly all actives have a fitted effect of over 50% in size
KB-3-1 cytotox: qHTS assay for MDR1-selective chemotherapeutics: Primary screen using the parental adenocarcinoma cell KB-3-1; KB-3-1 viability, CellTiter-Glo ATP luminescence, 72 h; Potency, µM (highest dose often 46.1 µM), inactives show top-dose activity change, negative = cytotoxic, most hits filed as cytotoxic; 1.4% of 400,000 active; note: potency is the fitted concentration of half-maximal effect; % is set by controls: 0 for no effect and ±100 for the full control effect; nearly all actives have a fitted effect of over 60% in size
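KB-3-1 cells, DMEM (no phenol red) + 10% FBS; compound by pin transfer, 72 h, 37 °C. Readout: CellTiter-Glo luminescence after 10 min. Data normalized, curve-fitted.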
ATXN2 expr inh: Primary qHTS for Inhibitors of ATXN expression; HEK-293 ATXN2-luciferase reporter, luminescence, 24 h; Potency, µM (highest dose often 57 µM), for the others: top-dose activity change, negative = inhibition, usual class: inhibitors; 0.72% of 360,000 active; AID 1745845, 2022; note: potency is the fitted concentration of half-maximal effect; % is set by controls: 0 for no effect and ±100 for the full control effect; nearly all actives have a fitted effect of over 55% in size
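ATXN2-luciferase reporter cells (luciferase flanked by upstream and downstream ATXN2 gene portions) were treated 24 h at 37 °C with compounds at up to 57 uM. SteadyGlo luminescence gave expression; GF-AFC fluorescence gave viability.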
HT1080-NT tox: qHTS for induction of synthetic lethality in tumor cells producing 2HG: qHTS for the HT-1080-NT fibrosarcoma cell line; AID 686970, 2013; HT-1080-NT fibrosarcoma viability, CellTiter-Glo ATP luminescence, 48 h; 1.6% of 360,000 active; Potency, µM (doses to about 46.1 µM), for inactives: at the highest dose activity, negative = less viability, most hits filed as cytotoxic;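 note: NT is the 2HG producing partner of a matched IDH1 knockdown line; potency is the fitted concentration of half-maximal effect; 0% = DMSO-treated cells and -100% = media-only wells without cells; nearly all actives have a fitted effect of over 55% in size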
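Compounds were tested in concentration-response format on HT-1080-NT cells for 48 hours at 37 degrees C. Cell viability came from CellTiter-Glo luminescence; curves were classified by r2, response magnitude and activity.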
SW480 rereplic: A quantitative high throughput screen for small molecules that induce DNA re-replication in SW480 colon adenocarcinoma cells; SW480 DNA re-replication, Hoechst DNA content imaging, 48 h; Potency, µM (doses to about 46.1 µM), for the others: at the top dose re-replication activation, hits mostly activators; 1.8% of 340,000 active; AID 624297, 2012; note: potency is the fitted concentration of half-maximal effect; % of control where 0% means no effect; nearly all actives have a fitted effect of over 55% in size
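Hoechst fluorescence of nuclei (405 nm excitation, 500-530 nm emission) measured by plate-scanning imager after 48 hr compound exposure at 37 C; re-replication scored as increased number of nuclei with elevated intensity.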
S2 tox: Viability Counterscreen for Primary qHTS for Inhibitors of ATXN expression; 0.49% of 400,000 active; Potency, µM (highest dose often 56.7 µM), usual class: cytotoxic; S2 cells (HEK-293 line with an ATXN2-luciferase reporter) viability, CellTiter-Fluor protease fluorescence, 24 h; AID 651635, 2014; note: potency is the fitted concentration of half-maximal effect; nearly all actives have a fitted effect of over 40% in size
Numbers without * were called inactive; i = inactive; u = inconclusive; x = no result given; [ ] = dose if it differs, or a comment. Unless noted, calls come from the whole dose curve; as a rule, active = well fitted curve in the direction sought with a large enough effect; inconclusive = small, poorly fitted or top-dose-only effect, or another doubt; inactive = no such curve, though single readings can be large; an effect the other way counts as inactive or inconclusive.

SMILES | HepG2 viability | IL-1B inflam inh | HT1080 IDH1KD tx | MCF10A rerep | KB-3-1 cytotox | ATXN2 expr inh | HT1080-NT tox | SW480 rereplic | S2 tox
CN1CCN(S(=O)(=O)c2cccc(C(=O)Nc3nccs3)c2)CC1 | -27% | 22 | -8% | 0% | -17% | -12% | -5% | -2% | i
CCSC1=C(C#N)C(=O)n2c1cc1c2CCCC1 | -34% | -19 | -15% | -187%[0.0737 µM] | 17% | u | -16% | -1% | i
c1ccc(Sc2ncccn2)nc1 | -1% | 7 | 4% | -4% | 2% | x | 10% | -20% | i
COc1ccc(S(=O)(=O)c2c(Nc3ccc(C)cc3)sc(C(=O)c3ccc4c(c3)OCO4)c2N)cc1 | -17% | x | x | x | 8% | -25% | x | x | u
COc1ccc2c(C)cc(SCC(=O)Nc3ccc(Cl)cn3)nc2c1 | -3% | 5 | 2% | u | u | u | -2% | -113%[inhibitor] | u
COc1ccc(/C=N/N2CCN(c3ccccc3OC)CC2)cc1Br | -26% | 0 | 14% | 10% | 1% | x | 16% | 2% | i
c1ccc(-c2csc3ncn4cnnc4c23)cc1 | 5% | 15 | -19% | 4% | 4% | -14% | -9% | -5% | i
O=C(Cn1c(=O)oc2cccnc21)Nc1ccccc1Oc1ccc(Cl)cc1Cl | -3% | -71* | 4% | 2% | -4% | 7% | -1% | -2% | i
O=C1NC[C@H](CCCCN2C[C@H](Cc3ccccc3)N(CCc3ccc(O)cc3)C(=O)C2=O)N(CC2CCCCC2)C1=O | x | -19 | 14% | x | 14% | 4% | 25% | x | u
COc1ccc(CN2CCN(C(=O)c3cc(-c4cccnc4)nc4ccc(Cl)cc34)CC2)c(OC)c1OC | -33% | 7 | -2% | 10% | 0% | -17% | -24% | -2% | i
O=C(O/N=C1\CCCc2ccccc21)c1cccs1 | 0% | 15 | 8% | -2% | 12% | -9% | -1% | -8% | i
CCOc1nc(Nc2ccccc2F)nc(OCC)n1 | -8% | -2 | -1% | 11% | 3% | x | -2% | 5% | i
S=c1[nH]nc(-c2ccccn2)n1/N=C/c1cccs1 | -9% | 10 | 9% | -22% | 1% | 7% | 10% | -10% | i
CN(Cc1nccn1C)C(=O)CC1C(=O)NCCN1CC(c1ccccc1)c1ccccc1 (stereo unspecified) | -8% | u | -8% | -2% | -3% | x | -1% | 14% | i
COc1ccccc1C(=O)Nc1ccc(S(=O)(=O)N2CCCCC2c2cccnc2)cc1 (stereo unspecified) | -28% | -4 | u | 2% | -6% | u | -29% | 16% | u

One compound at a time, as listed above. Order of screens: HepG2 viability, IL-1B inflam inh, HT1080 IDH1KD tx, MCF10A rerep, KB-3-1 cytotox, ATXN2 expr inh, HT1080-NT tox, SW480 rereplic, S2 tox
Results for CN1CCN(S(=O)(=O)c2cccc(C(=O)Nc3nccs3)c2)CC1 → -27%, 22, -8%, 0%, -17%, -12%, -5%, -2%, i
Results for c1ccc(Sc2ncccn2)nc1 → -1%, 7, 4%, -4%, 2%, x, 10%, -20%, i
Results for c1ccc(-c2csc3ncn4cnnc4c23)cc1 → 5%, 15, -19%, 4%, 4%, -14%, -9%, -5%, i
Results for CCOc1nc(Nc2ccccc2F)nc(OCC)n1 → -8%, -2, -1%, 11%, 3%, x, -2%, 5%, i

Following part
SMILES | HepG2 viability | IL-1B inflam inh | HT1080 IDH1KD tx | MCF10A rerep | KB-3-1 cytotox | ATXN2 expr inh | HT1080-NT tox | SW480 rereplic | S2 tox
C=CCn1c(N)cc(=O)nc1SCC(=O)Nc1ccccc1C(N)=O | -13% | 13 | 1% | 0% | -1% | 6% | 12% | -5% | i
COCc1nnc(NS(=O)(=O)c2ccccc2)s1 | -20% | 4 | 9% | u | 13% | -8% | 8% | 0% | i
COc1ccc(/C=C/C(=O)NC(=S)Nc2ccc(S(=O)(=O)Nc3nccnc3OC)cc2)cc1 | 19% | -16 | 0% | -1% | 0% | -16% | 0% | -2% | i
O=C(Cc1csc(-c2ccccc2)n1)NCc1ccco1 | 2% | -1 | 16% | u | -5% | -10% | 11% | 9% | i
Cc1cc(C)cc(NC(=S)N(CCN2CCCCC2)Cc2ccco2)c1 | -15% | -12 | -1% | -11% | 0% | -25% | -10% | -4% | i
Cc1ccc(S(=O)(=O)N2CCCC2C(=O)Nn2cnnc2)cc1 (stereo unspecified) | 3% | 6 | -5%[9.24 µM] | u | -4% | -3% | 10% | 2% | i
O=C(Nc1ccc(-c2ccco2)cc1)C1CCCN(Cc2ccc(CO)o2)C1 (stereo unspecified) | -23% | -12 | -13% | 0% | 13% | -1% | -1% | -2% | i
COc1ccc(N2CC(C(=O)NCc3ccccc3)CC2=O)cc1 (stereo unspecified) | 7% | -6 | 8% | -1% | 1% | 7% | 0% | -7% | i
O=C(O)CC1S/C(=N/N=C/c2ccc(-c3ccccc3[N+](=O)[O-])o2)NC1=O (stereo unspecified) | 0% | 12 | -9% | 8% | -6% | -17% | -12% | -2% | i
O=C(COc1ccc2c3c(c(=O)oc2c1)CCCC3)NCCN1CCOCC1 | -8% | 2 | 5% | u | 26% | 1% | 4% | -1% | i
Cn1cnnc1SC(C(=O)Nc1cccc(C(F)(F)F)c1)c1ccccc1 (stereo unspecified) | 3% | -13 | -21% | -1% | 1% | -15% | -23% | -9% | i
CCCn1c(=O)c2c(c3ccccc31)OCC(=O)N2 | 1% | 7 | 9% | 8% | -4% | 1% | 6% | -2% | i
Cc1ccc(-c2nn(CCC(=O)NCC3CCCO3)c(=O)c3ccccc23)cc1 (stereo unspecified) | 3% | -15 | 2% | 14% | -7% | 5% | -10% | -6% | i
COC(=O)Nc1nnc(SCc2ccc(C)cc2)s1 | -13% | 70 | -4% | 9% | -3% | -2% | -1% | 4% | i
CCOC(=O)c1sc(NC(=O)CN2C(=O)NC3(CCC(C)CC3)C2=O)c(C(=O)OCC)c1C (stereo unspecified) | 0% | 0 | 4% | 2% | -16% | 6% | 20% | 11% | i
Cc1ccc(N2CC(C(=O)N3CCc4ccccc43)CC2=O)cc1 (stereo unspecified) | 16% | 0 | -5% | 1% | -4% | 2% | 7% | 6% | i
COc1cc(S(=O)(=O)N2CCOCC2)cc(C(=O)c2nccn2C)c1OC | 4% | 14 | 8%[9.24 µM] | u | 16% | 3% | 8% | 2% | i
COc1ccc([N+](=O)[O-])cc1NC(=O)c1cncc(Br)c1 | -4% | 3 | 6% | -5% | 18% | 12% | 4% | -7% | i
CC(=O)c1sc2nc(-c3cccs3)ccc2c1N | -15% | -17 | 6% | u | u | 81%[activator] | -1% | u | i
Cc1ccc2nc3sc(C(=O)Nc4c(C)[nH]c(=O)[nH]c4=O)c(N)c3cc2c1 | 1% | -8 | 17% | -3% | 10% | 16% | 6% | -6% | i
COc1ccccc1CN(C)C(=O)CN1C(=O)c2ccccc2C1=O | -11% | 18 | 4% | -2% | 9% | 3% | 6% | -8% | i
CCCCOc1ncnc2c1[nH]c1ccc(OC)cc12 | 3% | 23 | 1% | 0% | -1% | 22% | -3% | -5% | i
Cc1ccc(S(=O)(=O)N2CCCC2)cc1C(=O)Nc1ccc(-n2cnnn2)cc1 | -7% | 21 | -1% | 0% | 2% | -2% | -1% | -1% | i
Cc1cccc(N2CCN(C(=O)C3CC(=O)N(C4CCCC4)C3)CC2)c1C (stereo unspecified) | -4% | -2 | -8% | 6% | x | -9% | 11% | 6% | i
CCCCn1c(N)c(N(CCOC)C(=O)COC(=O)CNC(=O)c2ccc(Cl)c(Cl)c2)c(=O)[nH]c1=O | -2% | 0 | -3% | -22% | -3% | 2% | 4% | 15% | i
CCN(CC)C(=O)Cn1c(=O)cc(C)c2c(C)nn(-c3cccc(Cl)c3C)c21 | -10% | x | x | x | -5% | -27% | x | x | u
CC1CCN(S(=O)(=O)c2ccc(NC(=O)CN3C(=O)NC(C)(c4ccccc4)C3=O)cc2)CC1 (stereo unspecified) | -2% | u | -18% | u | -3% | -9% | -1% | -115%[inhibitor] | i
Cc1cc(NC(=O)CS(=O)(=O)c2cn(Cc3ccccc3Cl)c3ccccc23)no1 | -26% | -12 | u | u | -4% | -20% | u | 12% | i
Cc1ccc(NC(=O)CN(C)C(=O)COc2ccc(C(=O)c3ccc(F)cc3)cc2)cc1 | -17% | -23 | -9% | u | -3% | x | -6% | -5% | i
COc1cc(NS(=O)(=O)c2ccc(Br)s2)cc(OC)c1 | -10% | 38 | -26% | 5% | u | -10% | -27% | 1% | i
CC(=O)Nc1ccc(NC(=O)C(C)OC(=O)c2ccc(C)s2)cc1 (stereo unspecified) | -3% | 3 | 8% | -3% | -3% | -9% | -9% | 5% | i
O=C(CSc1nc2ccccc2c(=O)[nH]1)Nc1ccccc1C(F)(F)F | -78% | -5 | -7% | -3% | -8% | x | -5% | -4% | i
O=C(CC(c1ccccc1)c1cc(Cl)ccc1O)NCCN1CCOCC1 (stereo unspecified) | -21% | 25 | -7% | -2% | 6% | -16% | -1% | 4% | i
Cc1ccccc1Nc1nccc(N(C)C)c1C#N | -2% | 8 | -2% | 2% | -1% | 3% | 4% | -22% | i
CN(C)c1nc(N)nc(CSc2nc3cc(Cl)ccc3o2)n1 | 4% | 50 | 23% | 4% | -7% | 57%[activator] | 6% | 4% | i
